# Screening results: PubChem BioAssay, several laboratories
# bIAP activator = bovine intestinal alkaline phosphatase activators, primary screen, biochemical, bovine IAP, CDP-star luminescence. activation factor at 20 µM. 200,000 tested, 0.17% active. purified bovine IAP, 30 min; active compounds read high; fold of DMSO-control signal, blank-subtracted;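 active = activation factor of 2 or more at 20 µM, a signal rise over negative controls twice the positive control's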
# STAT1 blocker = STAT1 signaling inhibitors, primary screen, cell-based, HTS, luciferase reporter; AID 920, 2007; inhibition, % at 5.5 µM; NIH 3T3 STAT1-luciferase reporter, IFN-gamma, luminescence; 200,000 tested, 0.35% active;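 active = inhibition above a set limit, the mean inhibition across all tested compounds plus 3 SD, cut at about 34% in these data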;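 also: 0% = IFN-gamma with DMSO and 100% = IFN-gamma with 300 µM nifuroxazide; values of inactives mirror those of a sister screen read the other way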
# bIAP inhibitor = bovine intestinal alkaline phosphatase inhibitors, primary screen, selectivity assay for TNAP inhibitor project, biochemical, bovine IAP, CDP-star luminescence. alkaline phosphatase, intestinal [Bos taurus]. purified bovine IAP, 30 min. inhibition, % at 20 µM. 190,000 tested, under 10 active. AID 1019, 2008;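 active = over 50% inhibition of intestinal alkaline phosphatase at 20 µM in the single-dose screen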
#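 System: purified bovine intestinal alkaline phosphatase (IAP) enzyme; Input: IAP diluted 1/65,000,000 in the well; Measured by: CDP-star luminescence signal; Compound dosing: 20 µM single dose; Incubation: 30 min reaction at room temperature.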
# PPARg SRC-1 ag = PPARgamma agonists recruiting SRC-1 coactivator, primary screen, biochemical. PPARgamma-SRC-1 coactivator recruitment biochemical assay. activation, % at 8 µM. 200,000 tested, 0.41% active; in the data active = activation above about 19%;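 also: 0% = DMSO and 100% = reference agonist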
# STAT3 act = IL-6 driven STAT3 reporter potentiators, primary screen, U3A cells, luciferase, luminescence, MLSCN library. IL-6 STAT3-luciferase reporter; 100% = signal with IL-6 EC80 alone. activation (% of control), % at 5.6 µM. 190,000 tested, 0.91% active. AID 871, 2007;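 active = activation above the screen-wide mean of compound activation plus 3 SD, cut at about 130% in these data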;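 also: 0% = background luminescence of wells with medium and substrate only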
#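 System – human U3A cells carrying STAT3-luciferase construct · Probe or stimulus – Interleukin-6, 33 ng/mL · Schedule – compound 1 h, then IL-6 6 h at 37 °C · Signal – luminescence from STAT3-driven luciferase reporter · Evaluation – percent of IL-6-only median luminescence · Benchmarks – IL-6-only high control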
# ROMK primary = ROMK potassium channel modulators, primary screen, cell-based, thallium flux, MLSMR library | AID 1918, 2009 | Tet-inducible ROMK, thallium flux fluorescence; actives lie on both sides | ATP-sensitive inward rectifier potassium channel 1 (Homo sapiens), P48048 | B-score at 10 µM | 130,000 tested, 2% active;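 active = signal ratio slope over the read window, or its plate-corrected B-score, at least 3 SD from the plate mean, either direction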;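 also: B-score of the F/F0 ratio slope over 7 to 12 s after thallium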
# Target sequence (P48048 whole entry, looked up): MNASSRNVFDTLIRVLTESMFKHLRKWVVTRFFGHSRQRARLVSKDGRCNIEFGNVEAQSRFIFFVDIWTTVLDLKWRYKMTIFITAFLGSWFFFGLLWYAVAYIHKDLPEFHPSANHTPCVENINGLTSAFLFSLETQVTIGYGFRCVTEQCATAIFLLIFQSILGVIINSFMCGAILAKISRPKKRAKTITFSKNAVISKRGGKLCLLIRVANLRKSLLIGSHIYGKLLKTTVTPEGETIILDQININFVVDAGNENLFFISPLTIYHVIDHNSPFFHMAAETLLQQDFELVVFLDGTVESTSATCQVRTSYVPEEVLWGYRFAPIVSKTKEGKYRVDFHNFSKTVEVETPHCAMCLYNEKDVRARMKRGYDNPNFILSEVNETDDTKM
# PPARg SRC3 recr = PPARgamma agonists recruiting SRC-3 coactivator, primary screen, biochemical; 200,000 tested, 0.26% active; activation, % at 8 µM; Peroxisome proliferator-activated receptor gamma (Homo sapiens), P37231; biochemical PPARgamma/SRC-3 coactivator recruitment assay; in the data active = activation above about 23%;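 also: 0% = DMSO and 100% = reference agonist; some compounds past the cut are filed as inactive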
# STAT3 inh = IL-6 driven STAT3 reporter inhibitors, primary screen, U3A cells, luciferase, luminescence, MLSCN library; 190,000 tested, 0.89% active; AID 862, 2007; IL-6 STAT3-luciferase reporter; host cell line lacks STAT1; inhibition, % at 5.5 µM;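 active = inhibition above the mean inhibition across all screened compounds plus 3 SD, cut at about 44% in these data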;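 also: 0% = DMSO only wells and 100% = 100 µM nifuroxazide control wells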
# PPARg SRC2 recr = agonists of PPARg-SRC-2 recruitment, primary screen, biochemical, HTS; Peroxisome proliferator-activated receptor gamma (Homo sapiens), P37231; PPARgamma LBD-SRC-2 recruitment; activation, % at 8 µM; 200,000 tested, 0.34% active; AID 1032, 2008; in the data active = activation above about 22%;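 also: 0% = vehicle and 100% = reference agonist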
# TR-FRET SRC-2 ct = TR-FRET signal artefacts, primary screen, artefact control for PPARgamma SRC-2 agonist project, biochemical. TR-FRET artefact counter-screen; active compounds read high. TR-FRET ratio at 8 µM. 200,000 tested, 0.4% active. AID 1049, 2008; in the data active = TR-FRET ratio above about 2000; also: inactives centre near 1500
# TNAP act hiacc = TNAP activators at high phosphate acceptor level, primary screen, biochemical, luminescence, uHTS. 200,000 tested, under 10 active. AID 1136, 2008. activation factor at 20 µM. purified TNAP, CDP-star luminescence, 1 M DEA, 30 min; active compounds read high; 0 = EDTA background, 1 = DMSO-only activity. Alkaline phosphatase, tissue-nonspecific isozyme (Homo sapiens), P05186;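 active = activation factor at least 2 at 20 µM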
# Target sequence (P05186 whole entry, looked up): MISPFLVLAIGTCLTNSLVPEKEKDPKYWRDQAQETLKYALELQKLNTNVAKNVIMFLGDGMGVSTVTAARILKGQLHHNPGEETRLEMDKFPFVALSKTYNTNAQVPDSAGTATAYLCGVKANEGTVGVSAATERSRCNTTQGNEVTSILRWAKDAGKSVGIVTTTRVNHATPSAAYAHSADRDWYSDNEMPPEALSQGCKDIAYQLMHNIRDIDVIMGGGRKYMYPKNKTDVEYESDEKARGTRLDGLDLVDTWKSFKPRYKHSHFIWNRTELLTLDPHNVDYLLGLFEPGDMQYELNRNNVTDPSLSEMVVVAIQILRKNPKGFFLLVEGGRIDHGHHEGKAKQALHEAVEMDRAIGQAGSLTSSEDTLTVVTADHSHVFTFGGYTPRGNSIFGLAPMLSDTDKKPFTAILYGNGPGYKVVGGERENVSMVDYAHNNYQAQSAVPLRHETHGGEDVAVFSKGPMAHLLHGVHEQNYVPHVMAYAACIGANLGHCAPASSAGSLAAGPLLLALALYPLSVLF
#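 Assay system: human TNAP; Input: enzyme diluted 1/800 final; Reagent: CDP-star luminogenic substrate at 100 µM final; Timing: 30 min, room temperature; Signal: luminescence; Evaluation: TNAP activation factor scaled between EDTA and DMSO control wells.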
# An asterisk follows results filed as active; x = not tested or not shown.
SMILES,bIAP activator,STAT1 blocker,bIAP inhibitor,PPARg SRC-1 ag,STAT3 act,ROMK primary,PPARg SRC3 recr,STAT3 inh,PPARg SRC2 recr,TR-FRET SRC-2 ct,TNAP act hiacc
C=CCNC(=O)/C(=C/c1cccc([N+](=O)[O-])c1)NC(=O)c1ccco1,0.9,5,8,2,103,0.23,0,3,-3,1514,1
Cc1ccc(C(=O)CSc2ncnc3sc4c(c23)CCCC4)cc1,1,-1,-1,4,91,x,4,20,1,1671,1.1
CC(C)N1CCN(Cc2ccc(OCc3ccccc3)cc2)CC1CCO (centres undefined),1.1,6,-7,-6,108,-0.31,1,-5,-8,1144,1
COC(=O)c1cc(NC(=O)Cc2ccccc2[N+](=O)[O-])cc(C(=O)OC)c1,0.9,3,10,6,94,x,10,15,6,1703,1
O=C(Nc1ncc(Cc2cc(Cl)ccc2Cl)s1)c1ccc([N+](=O)[O-])cc1,1,13,1,-1,83,x,1,24,4,1454,1
O=C(CC(CC(=O)c1ccccc1)C(=O)O)c1ccccc1,1.2,1,-17,2,98,0.046,2,3,-5,1489,0.9
COc1ccc(S(=O)(=O)N2CCN(Cc3c[nH]c4ccccc34)CC2)cc1,0.9,-3,7,6,121,x,9,-15,10,1397,1
CC(NCc1ccc(OCc2ccc(Cl)cc2)cc1)C(O)c1ccccc1 (centres undefined),0.9,-4,8,0,108,-0.56,5,-2,9,1523,1
Nc1c2c(nc3ccn(-c4ccccc4)c(=O)c13)CCCCC2,1,1,2,0,84,0.02,-4,20,6,1639,1.1
Cc1cs/c(=N\N=C\c2ccc(O)cc2)n1Cc1ccco1,1,-17,-2,10,103,-2.1,4,5,4,1507,1
O=C(c1cnc2ccc(Cl)cc2c1Cl)N1CCOCC1,1.1,-5,-6,-9,100,-0.01,-1,6,7,1726,1
Cc1ccc(N2CCCn3c2cc(C)c(C#N)c3=O)cc1C,0.9,6,7,-8,99,-0.022,8,4,12,1469,0.9
Cc1ccc(OCCn2cccn2)c(C)c1,0.9,-6,10,4,92,0.13,-1,12,2,1566,1
Cn1c(=O)oc2cc(S(=O)(=O)NCCN3CCN(c4ccccc4)CC3)ccc21,1,-1,0,4,112,x,-1,-10,-3,1602,1
CCn1c(SCC(=O)Nc2ccc(OC)c(OC)c2)nnc1-c1cccs1,1,-10,0,0,102,-0.014,2,2,-1,1643,1.1
Cn1c(=O)[nH]c(=O)c2c1nc(N1CCCC1)n2CCCSc1nc2ccccc2o1,1.3,7,-32,0,96,-1.4,-5,11,11,1627,1.1
CCSc1nc(CC)c2c(c1C#N)CCCC2,0.9,-3,15,-7,91,0.037,-1,18,1,1549,1
COc1ccccc1-c1c(C)nn2c(C)cc(C)nc12,1,-1,5,-3,92,x,4,10,2,1548,1
COc1ccc(CCN2C(=O)c3[nH]nc(-c4ccccc4O)c3C2c2ccc(C)cc2)cc1OC (centres undefined),1.2,-1,-23,2,97,x,-2,6,-5,1550,1
O=C(NNC(=S)NC1CCCCC1)c1ccccc1Cl,1.2,-12,-20,-3,87,-0.18,1,20,5,1604,1.1
COc1ccccc1N1C(=O)C2ON(c3ccccc3)C(c3ccc(N(C)C)cc3)C2C1=O (centres undefined),0.9,4,12,6,97,-1.2,-4,-1,-3,1806,1
Cc1nc(/N=C(\N)Nc2ccccc2)nc2ccccc12,0.9,-6,8,11,165*,0.84,8,-67,3,1558,1
COc1cc(C(=O)NC(=S)Nc2ccc([N+](=O)[O-])cc2C)cc(OC)c1OC,1,-12,0,0,100,x,-5,-1,-5,1603,0.9
COc1ccc(/C(C)=N/OC/C(O)=C(\C#N)c2nc3ccccc3[nH]2)c(OC)c1,1,6,-3,4,92,0.056,0,9,6,1470,1
N#C/C(=C(/O)c1ccc([N+](=O)[O-])cc1)c1nnc2n1CCCCC2,1.1,-2,-10,-1,101,0.68,1,3,4,1736,1
Cc1nn(-c2ccccc2)c(N2CCCC2)c1/C=N/NC(=O)c1cc(-c2ccccc2)nc2ccccc12,1.2,-1,-18,0,107,x,3,-10,5,1511,1
COc1ccc(-n2c(C)cc(C(=O)CN3CCC(C)CC3)c2C)cc1,1.1,-7,-11,4,105,-1.1,3,3,5,1686,1.1
Cc1ccc(N2C(=O)C(O)(C(F)(F)F)C3=C2CC(C)(C)CC3=O)cc1C (centres undefined),1,2,-2,0,99,x,-2,12,12,1543,1.1
Cc1cc(C)nc(Sc2c(C)n[nH]c2C)n1,1.2,-1,-25,-3,101,x,-3,5,-5,1556,1
Cc1ccc(N2C(=O)CC(N3CCN(C4CCc5ccccc5C4)CC3)C2=O)cc1 (centres undefined),1,-6,-3,-11,95,-1.3,-2,11,-1,1622,1
Cn1c(=O)n(C)c2cc(C(=O)c3ccccc3)ccc21,1.1,-3,-9,-1,92,-0.74,-5,15,-3,1456,1.1
O=C(Cc1cnc2ncnn2c1)N1CCc2c([nH]c3ccccc23)C1c1ccccn1 (centres undefined),1,4,0,5,90,-0.025,1,15,-2,1620,1.1
Cc1cnc(C(=O)N2CCCC(C(=O)c3ccc(Cl)cc3C)C2)cn1 (centres undefined),1,7,4,5,100,0.8,4,12,8,1765,1
Cc1ccc(C(=O)NC(=S)NCc2cccnc2)cc1,1,5,-3,5,89,0.65,3,18,4,1610,1
CCC(C)(C)n1nnnc1C(c1cc2cc(C)cc(C)c2[nH]c1=O)N1CCN(C(=O)c2ccco2)CC1 (centres undefined),1.1,-6,-11,9,104,x,2,5,2,1444,1
CC(C)(C)n1nnnc1C(c1cccnc1)N(Cc1ccccc1)Cc1cccs1 (centres undefined),1,3,2,2,111,x,-4,-8,1,1713,1
CCOC(=O)c1c(-c2ccc(C)cc2)csc1NC(=O)c1ccc(N2C(=O)CCC2=O)cc1,0.9,2,8,2,101,-0.14,3,-4,16,1598,1
COc1ccccc1-c1n[nH]c(=S)n1-c1ccccc1,1,2,2,62*,137*,0.4,84*,-38,63*,2941*,1
CCn1c(/C=C/c2c(C)n(CC)c3ccccc23)nc2ccccc2c1=O,1.2,8,-15,10,98,-2.8,3,3,12,1656,0.9
Cc1cc(Cl)c(S(=O)(=O)N2CCN(c3ccccn3)CC2)cc1OCC(N)=O,0.9,10,11,10,93,0.58,2,13,2,1621,1
Cc1ccc(S(=O)(=O)NCCSCc2ccco2)cc1,0.9,2,12,-4,92,x,1,13,-6,1433,1
COc1ccc(N(C(C)C(=O)N/N=C/c2ccc(OC)c(OC)c2)S(C)(=O)=O)cc1 (centres undefined),1.1,-6,-14,-1,110,0.7,3,-7,4,1580,1
Cc1ccc(C(C(=O)NC(C)(C)C)N(CC2CCCO2)C(=O)Cn2nnc(-c3ccc(C)o3)n2)cc1 (centres undefined),1,-5,-3,9,98,x,2,7,10,1828,1
CC(=O)NC(NC(=S)Nc1ccc(N=Nc2ccccc2)cc1)C(Cl)(Cl)Cl (centres undefined),0.9,1,10,-1,98,x,-4,9,2,1438,0.9
NS(=O)(=O)c1cccc(NC(=O)CSc2ccccn2)c1,0.9,-4,9,0,111,0.24,-4,-7,1,1542,0.9
CNS(=O)(=O)c1ccc(NC(=O)c2ccccn2)cc1,0.9,-31,11,10,105,-0.26,-3,-8,4,1592,1
Nc1c(C(=O)NCc2ccccc2)nnn1Cc1ccccc1,1,-3,4,-2,112,x,-7,-5,-5,1445,1.1
O=C(COc1ccc(C(=O)c2ccccc2)cc1)NCC1CCCCC1,0.9,7,8,-5,100,-0.13,-4,-2,4,1699,1
O=c1c2cc(N3CCOCC3)ccc2[nH]c(=S)n1CCCN1CCN(c2ccccc2F)CC1,1,0,-2,6,103,x,-1,3,-1,1440,1
CCOC(=O)C1CN(C(C)(C)C)C(=O)C1=O (centres undefined),0.9,2,14,8,86,0.89,-3,14,7,1514,1
C=CCc1c(C)c(C#N)c2nc3ccccc3n2c1NCCN(C)C,1,6,-2,4,97,-0.39,7,4,6,1547,1.1
Cn1cc(CN(Cc2ccccn2)C[C@@H]2CCC(=O)N2)c(-c2ccccc2F)n1,1,-1,1,-6,99,0.46,0,7,1,1501,1
